Compound activity deposited in PubChem by The Scripps Research Institute Molecular Screening Center.
TAAR1 antag: antagonists of human TAAR1; Q96RJ0; CHO RD-HGA16 TAAR1, Fluo-8 calcium fluorescence, antagonist; inhibition, % at 3 µM; 360,000 compounds, 1.5% hits;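 active means inhibition above a per-plate cutoff, the mean inhibition of test compounds on that plate plus 3 SD, cut at about 49% in these data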;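 further: 0% = DMSO plus EC80 beta-PEA response and 100% = DMSO alone without agonist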
Target sequence (Q96RJ0 whole entry, looked up): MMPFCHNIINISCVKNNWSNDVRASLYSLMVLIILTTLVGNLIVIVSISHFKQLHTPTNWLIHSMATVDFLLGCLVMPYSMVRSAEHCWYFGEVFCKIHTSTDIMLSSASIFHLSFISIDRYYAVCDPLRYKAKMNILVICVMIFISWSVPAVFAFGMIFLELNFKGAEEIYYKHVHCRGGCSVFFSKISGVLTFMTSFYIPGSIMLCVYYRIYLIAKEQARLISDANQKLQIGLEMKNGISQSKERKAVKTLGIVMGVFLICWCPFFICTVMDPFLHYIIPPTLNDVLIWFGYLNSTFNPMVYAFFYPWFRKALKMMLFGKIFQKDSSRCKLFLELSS
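Assay system: CHO-derived RD-HGA16 cells stably expressing human TAAR1 plus Gα16. Timing: 140 s kinetic read after compound, 140 s after agonist. Technique: kinetic Fluo-8 calcium fluorescence measurement. Measure: % inhibition of agonist calcium response.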
Active calls of the source: *.

SMILES	TAAR1 antag
Cc1cc(O)cc(=O)n1-c1ccc(Cl)c(C(F)(F)F)c1	2
COC(=O)c1ccc2nc(-c3ccc(Cl)cc3)c(Cc3ccccc3)n2c1	-2
COC(=O)c1cc2c(c3c4cc(C)ccc4n(C(=O)c4ccccc4)c13)C(=O)N(Cc1ccccc1)C2	67*
COc1ccc(C(C#N)=Cc2cc(OC)c(OC)c(OC)c2)cc1	10
CC(=O)C1=C(C)N(Cc2ccc(Br)cc2)C(=S)NC1c1ccc(F)cc1 (stereo unspecified)	2
O=C(NCc1ccccc1)[C@@H]1CCCN1C(=O)[C@H]1CCCN1C(=O)c1cccs1	-40
CCOC(=O)[C@]12CCCC=C1N(CCC1=CCCCC1)C(=O)[C@H](CC(=O)NCCCN1CCCC1=O)C2	-21
CC(C)(C)OC(=O)NCCc1nc(NC(=O)OCc2ccccc2)sc1C(=O)O	4
CCCCOCC1CN(CCCC)S(=O)(=O)c2c(cccc2N(C)S(=O)(=O)c2ccc(C)cc2)O1 (stereo unspecified)	3
CC(=O)C[C@@H]1OC[C@H](Cc2ccccc2)N1S(=O)(=O)c1ccc(C)cc1	-8
O=C(NC1CCCC1)C(C1CC1)n1c(C2CC2)nc2ccccc21 (stereo unspecified)	10
O=C(NC1CCCC1)C(c1ccccc1)n1c(-c2cccs2)nc2ccccc21 (stereo unspecified)	-22
COC(=O)[C@H](Cc1ccccc1)N1CC=CS1(=O)=O	-10
COc1ccc(CN2C[C@H](O)COC[C@@H]3O[C@H](CC(=O)NCc4ccncn4)CC[C@H]32)cc1	-13
COC(=O)[C@@]12C[C@@H](CC(=O)NCc3ccc(C)o3)C(=O)N(Cc3ccccc3)C1=CCC(C)(C)C2	-15
CCCCNC(=O)C(NC(=O)Cc1cc(OC)cc(OC)c1)C(=O)c1ccccc1 (stereo unspecified)	-4
Cc1ccc(S(=O)(=O)N2c3ccccc3OC(C(=O)OC(C)(C)C)(C(=O)OC(C)(C)C)C2CC(=O)c2ccccc2)cc1 (stereo unspecified)	-22
COc1ccc(-c2ccc3c(n2)CCCN3S(=O)(=O)c2ccc(OC)cc2)cc1	20
COC(=O)Cc1nnn2c1CC(OC)c1cc(Br)ccc1-2 (stereo unspecified)	-5
C=CCN1C(=O)c2n[nH]c(C(C)C)c2C1c1ccc(C)cc1 (stereo unspecified)	-8
O=c1[nH]c(=O)c2ccccc2o1	-32
Nc1nc2c(ncn2[C@@H]2O[C@H](C(=O)N[C@@H](Cc3ccccc3)C(=O)NCc3ccc4c(c3)OCO4)[C@@H](O)[C@H]2O)c(=O)[nH]1	-5
CCOC(=O)[C@]12CCCC=C1N(CCC1=CCCCC1)C(=O)[C@H](CC(=O)NCCCCc1ccccc1)C2	-6
O=C(NCc1ccccc1)[C@H]1CCCN1C(=O)[C@H]1CCCN1C(=O)N1CCOCC1	15
OCC(CCc1c[nH]c2ccccc12)c1c[nH]c2ccccc12 (stereo unspecified)	53*
CCOC(=O)[C@]12CCCC=C1N(CCc1ccc(OC)c(OC)c1)C(=O)[C@H](CC(=O)NCCc1ccccc1OC)C2	3
CCOC(=O)C1CSCCS(=O)(=O)N1Cc1ccccc1C (stereo unspecified)	-8
Cc1noc(C)c1S(=O)(=O)N1CCCc2nc(-c3ccc(F)cc3)ccc21	10
O=C(N[C@H](Cc1ccccc1)C(=O)NCc1ccc(OC(F)(F)F)cc1)[C@H]1O[C@@H](n2ccc(=O)[nH]c2=O)[C@H](O)[C@@H]1O	-16
COC(=O)c1cccc(-n2c(C)cc(O)cc2=O)c1	-3

Quoted from the listing:
Entry for CCOC(=O)[C@]12CCCC=C1N(CCc1ccc(OC)c(OC)c1)C(=O)[C@H](CC(=O)NCCc1ccccc1OC)C2 under TAAR1 antag: 3
Entry for O=C(N[C@H](Cc1ccccc1)C(=O)NCc1ccc(OC(F)(F)F)cc1)[C@H]1O[C@@H](n2ccc(=O)[nH]c2=O)[C@H](O)[C@@H]1O under TAAR1 antag: -16

Next part
SMILES	TAAR1 antag
COC(=O)C1=C(C)NC(=S)NC1c1cccc(OC)c1 (stereo unspecified)	-13
COC(=O)c1ccc2nc(-c3ccccc3)c(Cc3cccc(Cl)c3)n2c1	-3
COc1ccc(CCNC(=O)C(F)(F)F)cc1S(N)(=O)=O	-23
C=CCN1[C@@H](C)[C@H](c2ccccc2)Oc2cccc(NCC(C)C)c2S1(=O)=O	-22
O=C(Nc1ccc(F)cc1)C(CCc1ccccc1)N1CCN(c2cccc(C(F)(F)F)n2)CC1 (stereo unspecified)	28
COC(=O)c1cc2c(c3c4cc(F)ccc4n(S(=O)(=O)c4ccccc4)c13)C(=O)N(Cc1ccccc1OC)C2	-1
COC(=O)c1ccccc1	-24
O=C(Nc1ccc2c(c1)OCCO2)C(c1ccnc2ccccc12)n1c(=O)c(-c2ccco2)nc2ccccc21 (stereo unspecified)	-8
COc1ccc(C(C)(C)C)cc1N1C(=O)[C@@H]2CSCCS(=O)(=O)N2C1=O	-1
O=C(c1ccc(F)cc1)C1CCN(CCCn2c(=O)[nH]c3ccccc32)CC1	0
O=C(NCc1ccccc1)C(c1ccccc1)n1c(-c2ccncc2)nc2ccccc21 (stereo unspecified)	-5
Cc1cccc(C)c1NC(=O)C1(C)CN(S(C)(=O)=O)CC(=O)N1CCOc1ccccc1 (stereo unspecified)	9
O=S1(=O)N[C@H](Cc2ccccc2)COc2cc(N3CCOCC3)ccc21	5
O=C(NCc1ccccc1)C(c1ccc(C(F)(F)F)cc1)n1c(=O)c(-c2ccco2)nc2ccccc21 (stereo unspecified)	-25
COc1cc(C(=O)NC2CCCCN(C)C2=O)cc(OC)c1OC (stereo unspecified)	-1
C[C@H](O)[C@@H]1C(=O)N2CCc3c([nH]c4c(-c5ccc6c(c5)OCO6)cccc34)[C@@H]2C[C@@H]1N(C)C(=O)Nc1ccccc1	24
CCOC(=O)N1CCN(C(=O)C[C@H]2C[C@@]3(C(=O)OC)C(=C[C@H](C(C)(C)C)O[C@@H]3C)N(CCC3=CCCCC3)C2=O)CC1	-64
COC(=O)[C@]12C[C@H](CC(=O)N3CCCCC3)C(=O)N(CCC3=CCCCC3)C1=C[C@H](C(C)(C)C)O[C@@H]2C	-44
O=C(N[C@H](C(=O)N1CCC[C@H]1C(=O)NCc1ccccc1)C1CCCCC1)c1ccc(Cl)cc1Cl	-11
COC(=O)C1=C(C)N(C)C(=NCC2CC2)NC1c1ccccc1C(F)(F)F (stereo unspecified)	-25
COc1ccccc1Cc1c(-c2ccccc2)nc2c3ccccc3ccn12	-20
CCCN(CCC)c1cc(=O)nc2ccccn12	-5
COCCN1C(=O)CCC1(C)c1nnnn1-c1ccc2ccccc2c1 (stereo unspecified)	-4
Cc1cc(=O)c2c(ccc3c(=O)cc(C)[nH]c32)[nH]1	-30
C#CCN(C[C@H]1[C@H](OC(=O)Nc2c(C)noc2C)[C@H](OC(=O)Nc2c(C)noc2C)CN(C(=O)OC(C)C)N1C(=O)OC(C)C)S(=O)(=O)c1ccc(C)cc1	18
CCCCNC(=O)c1nc(-c2cc3ccccc3[nH]2)oc1-c1ccccc1	-9
CCCc1ccc(-c2cc(NC(=O)Cc3c[nH]c4ccccc34)ccc2Nc2cccnc2)cc1	13
Cc1ccc(S(=O)(=O)N2C3CC(c4ccccc4)N(S(=O)(=O)c4cccc(Cl)c4)CC3C(=O)C[C@H]2c2ccccc2)cc1 (stereo partly specified)	-2
O=C(N[C@H](C(=O)N1CCC[C@H]1C(=O)NCc1ccccc1)c1ccccc1)c1ccccc1	-14
Cc1ccccc1NC(=O)N(C)[C@H]1C[C@H]2c3[nH]c4c(-c5ccc6c(c5)OCO6)cccc4c3CCN2C(=O)[C@H]1[C@H](C)O	23
COC(=O)C1=C(C)N(C)C(=NCc2ccc(C(F)(F)F)cc2)NC1c1cccc(Cl)c1 (stereo unspecified)	30
O=C(C(=O)N1CCC(CNC(=O)c2cccs2)CC1)c1cc2ccccc2o1	-8
O=C(N[C@@H](Cc1cccnc1)C(=O)N1CCC[C@H]1C(=O)NCCc1ccccc1Cl)c1ccc(Cl)c(Cl)c1	91*
COC(=O)[C@@]12C[C@@H](CC(=O)N3CCC(c4ccccc4)CC3)C(=O)N(Cc3ccccc3)C1=CCC(C)(C)C2	-13
Cc1cc(OC(=O)NCCc2ccc(F)cc2)ccc1F	-10
Nc1ncnc2c1ncn2[C@@H]1O[C@H](C(=O)N[C@@H](CCc2ccccc2)C(=O)N2CCN(C(=O)C(F)(F)F)CC2)[C@@H](O)[C@H]1O	-12
CCCCc1c(-c2ccccc2OC)ncn1Cc1ccc(OC)cc1	20
COC(=O)c1ccc(CN2C(=O)[C@]3(OCCC=C[C@H]3C)c3cc(OC)ccc32)cc1	-34
C[C@@H]1CCCCO[C@@H](CN(C)C(=O)Nc2ccc(F)cc2)[C@@H](C)CN([C@H](C)CO)C(=O)c2cc(NC(=O)Nc3ccc4c(c3)OCO4)ccc2O1	-3
COC(=O)[C@]12CCCCC=C1N(CCc1ccc(OC)c(OC)c1)C(=O)[C@H](CC(=O)N1CCC(c3ccccc3)CC1)C2	67*
Cc1csc(-c2nc3ccccc3n2C(C(=O)NC(C)(C)C)c2cc3ccccc3o2)c1 (stereo unspecified)	-23
O=C(Nc1ccccc1C(=O)NCC1CC1)c1cccs1	-13
O=Cc1ccccc1Cl	-2
CCCCCNC(=O)C1C(=O)Nc2ccccc2C(=O)N1c1c(C)cccc1C (stereo unspecified)	8
C[C@@H]1CCCCO[C@@H](CN(C)C(=O)Nc2ccc3c(c2)OCO3)[C@@H](C)CN([C@H](C)CO)C(=O)c2cc(NC(=O)Nc3ccc(C(F)(F)F)cc3)ccc2O1	9

Given with bars between the fields: entries from further up
Compound | TAAR1 antag
Cc1ccc(S(=O)(=O)N2C3CC(c4ccccc4)N(S(=O)(=O)c4cccc(Cl)c4)CC3C(=O)C[C@H]2c2ccccc2)cc1 (stereo partly specified) | -2
O=C(N[C@H](C(=O)N1CCC[C@H]1C(=O)NCc1ccccc1)c1ccccc1)c1ccccc1 | -14
Cc1ccccc1NC(=O)N(C)[C@H]1C[C@H]2c3[nH]c4c(-c5ccc6c(c5)OCO6)cccc4c3CCN2C(=O)[C@H]1[C@H](C)O | 23
COC(=O)C1=C(C)N(C)C(=NCc2ccc(C(F)(F)F)cc2)NC1c1cccc(Cl)c1 (stereo unspecified) | 30
O=C(C(=O)N1CCC(CNC(=O)c2cccs2)CC1)c1cc2ccccc2o1 | -8
O=C(N[C@@H](Cc1cccnc1)C(=O)N1CCC[C@H]1C(=O)NCCc1ccccc1Cl)c1ccc(Cl)c(Cl)c1 | 91*
COC(=O)[C@@]12C[C@@H](CC(=O)N3CCC(c4ccccc4)CC3)C(=O)N(Cc3ccccc3)C1=CCC(C)(C)C2 | -13
Cc1cc(OC(=O)NCCc2ccc(F)cc2)ccc1F | -10
Nc1ncnc2c1ncn2[C@@H]1O[C@H](C(=O)N[C@@H](CCc2ccccc2)C(=O)N2CCN(C(=O)C(F)(F)F)CC2)[C@@H](O)[C@H]1O | -12
CCCCc1c(-c2ccccc2OC)ncn1Cc1ccc(OC)cc1 | 20
COC(=O)c1ccc(CN2C(=O)[C@]3(OCCC=C[C@H]3C)c3cc(OC)ccc32)cc1 | -34
C[C@@H]1CCCCO[C@@H](CN(C)C(=O)Nc2ccc(F)cc2)[C@@H](C)CN([C@H](C)CO)C(=O)c2cc(NC(=O)Nc3ccc4c(c3)OCO4)ccc2O1 | -3
COC(=O)[C@]12CCCCC=C1N(CCc1ccc(OC)c(OC)c1)C(=O)[C@H](CC(=O)N1CCC(c3ccccc3)CC1)C2 | 67*
Cc1csc(-c2nc3ccccc3n2C(C(=O)NC(C)(C)C)c2cc3ccccc3o2)c1 (stereo unspecified) | -23
O=C(Nc1ccccc1C(=O)NCC1CC1)c1cccs1 | -13
O=Cc1ccccc1Cl | -2

New compounds follow.
SMILES	TAAR1 antag
Nc1nc2ncccn2c1-c1ccc(F)c(F)c1	-12
CCCCNC(=O)C(NC(=O)c1cnccn1)C(=O)c1ccccc1 (stereo unspecified)	-3
C=CC(=O)Nc1cccc(Oc2nc(Nc3ccc(N4CCN(C)CC4)cc3OC)ncc2Cl)c1	4
CC(C)C[C@H](NC(=O)CC1CCCC1)C(=O)N1CCC[C@H]1C(=O)NCc1ccccc1	-24
C#CCN1C(=O)[C@]2(OC[C@@H]3Cc4ccccc4[C@@H]3C=C2C)c2ccccc21	16
COC(=O)C1=C(C)N(Cc2cccc(C(F)(F)F)c2)C(=NCc2ccc3c(c2)OCO3)NC1c1ccc(Cl)cc1 (stereo unspecified)	56*
COc1ccc(N2C(=O)c3n[nH]c(C(C)C)c3C2c2ccc(C)cc2)cc1 (stereo unspecified)	-29

Only part of the results is shown; the hit share may differ from the screen's.
